Source: PubChem BioAssay
C diff HTS – blocks growth of Clostridium difficile; Clostridium difficile clinical isolate growth, OD600, 24 h; active compounds read low; growth activity, negative = inhibition, % at 16 µg/mL (by protocol); 86,000 tested, 0.25% active;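 active = mean growth activity at or below -80% and every replicate also at or below -80%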;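 note: 0% = DMSO wells and -100% = levofloxacin 16 µg/mL wells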
Pf Dd2 growth – P. falciparum Dd2 growth inhibition; SYBR Green, 72 h; active compounds read low; activity change, % at 10 µM; 94,000 tested, 2.3% active; in the data active = activity change below about -80%
GASC1 inh – inhibitors of human demethylase GASC-1 KDM4C; AID 720574; 96,000 tested, 0.15% active; Q9H3R0; inhibition, % at 12.5 µM; GST-KDM4C 2-372, H3K9me3 peptide, LANCE TR-FRET;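 active = mean replicate inhibition above about 25%, with at least 55% of replicates also reaching it, limit read from the data, passing the limit was not always enough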
Target sequence (Q9H3R0 2-372 limits assumed): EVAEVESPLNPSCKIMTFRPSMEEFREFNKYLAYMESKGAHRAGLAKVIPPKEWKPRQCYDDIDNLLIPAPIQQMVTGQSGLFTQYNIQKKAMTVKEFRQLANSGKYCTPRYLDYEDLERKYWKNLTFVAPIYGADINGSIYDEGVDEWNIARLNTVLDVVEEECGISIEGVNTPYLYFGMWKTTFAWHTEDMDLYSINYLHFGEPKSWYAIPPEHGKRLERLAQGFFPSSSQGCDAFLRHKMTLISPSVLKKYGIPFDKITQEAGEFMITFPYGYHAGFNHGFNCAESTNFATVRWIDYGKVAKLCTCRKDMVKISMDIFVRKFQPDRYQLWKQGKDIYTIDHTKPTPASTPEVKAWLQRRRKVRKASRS
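material = GST-tagged GASC-1 (JMJD2C) catalytic fragment, aa 2-372 | amount = enzyme final amount 10 nM | medium = HEPES buffer, pH 7.5, plus ascorbate | also added = H3K9me3 peptide substrate, Fe(II), 2-oxoglutarate | dosing = single dose | times = 30 min demethylation and 1 h detection at room temperature | detection = LANCE TR-FRET | read-out basis = Fall in 671/618 emission ratio as inhibition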
T cruzi growth – inhibitors of T. cruzi proliferation; AID 624255; T. cruzi beta-gal in NIH3T3, GalScreen luminescence, 90 h; inhibition, % at 8.34 µM; 77,000 tested, 5.9% active;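 active = mean inhibition above about 93%, with at least 55% of replicates each passing it, limit read from the data, passing the limit was not always enough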
* = called active by the depositor; nt = not tested or not shown; & = joins results of further samples.

Second line of a record: C diff HTS	Pf Dd2 growth	GASC1 inh	T cruzi growth
(1) C[C@H]1CN([C@@H](C)CO)S(=O)(=O)c2ccc(-c3ccc(F)cc3)cc2O[C@H]1CN(C)C(=O)C1CC1
    2	-7	0.7	-63
(2) CC(=O)N1[C@@H](CO)[C@@H](c2ccccc2)[C@@H]1CN(C)S(=O)(=O)c1ccccc1
    5	15	-1.4	11
(3) C[C@@H]1CN([C@@H](C)CO)C(=O)c2cc(N(C)C)ccc2O[C@@H](C)CCCCO[C@H]1CN(C)C(=O)C1CCCCC1
    -2	nt	5.9	7
(4) C[C@@H]1CCCCO[C@H](CN(C)C(=O)Nc2ccc3c(c2)OCO3)[C@H](C)CN([C@@H](C)CO)C(=O)c2cc(NC(=O)Nc3ccc(F)cc3)ccc2O1
    -5	-66	-0.3	90
(5) COc1ccc2c3c([nH]c2c1)[C@@H](CO)NCC31CCN(C(=O)Nc2ccc(F)cc2)CC1
    29	-17	0.3	nt
(6) C[C@@H]1CN([C@@H](C)CO)C(=O)Cc2cc(NS(=O)(=O)c3cn(C)cn3)ccc2O[C@@H]1CN(C)Cc1ccc(Oc2ccccc2)cc1
    -12	11	0.4	13
(7) CN1CCN(C(=O)C[C@H]2C[C@@H]3c4cc(NC(=O)c5ccc6c(c5)OCO6)ccc4O[C@@H]3[C@@H](CO)O2)CC1
    nt	4	0.4	10
(8) Cc1cccc(S(=O)(=O)N[C@@H]2CC[C@H](CCNC(=O)c3cnccn3)O[C@@H]2CO)c1
    nt	3	-1.5	47
(9) CO[C@H]1CN(C)C(=O)c2cc(NC(=O)C3CC3)ccc2OC[C@H](C)N(Cc2cc(F)ccc2F)C[C@H]1C
    nt	-88*	-2.6	95
(10) C[C@H]1CN([C@@H](C)CO)C(=O)c2cc(NC(=O)Cn3cnnn3)ccc2O[C@H]1CN(C)S(=O)(=O)c1ccccc1
    0	17	0.9	11
(11) C[C@@H]1CCCCO[C@H](CN(C)C(=O)CCCN(C)C)[C@H](C)CN([C@@H](C)CO)C(=O)c2cc(NS(=O)(=O)c3cn(C)cn3)ccc2O1
    2	44	3.7	-14
(12) CCS(=O)(=O)Nc1ccc2c(c1)C(=O)N(C)[C@@H]1CC[C@@H](CC(=O)N[C@H]3CCN(Cc4ccccc4)C3)O[C@H]1CO2
    nt	nt	2.3	-24
(13) CO[C@@H]1CN(C)C(=O)c2ccc(NS(=O)(=O)c3cccc(F)c3)cc2OC[C@@H](C)NC[C@H]1C
    nt	-1	1.4	27
(14) CO[C@H]1CN(C)C(=O)c2cc(NC(=O)C3CCCCC3)ccc2OC[C@@H](C)N(Cc2nccs2)C[C@H]1C
    -1	-33	-0.4	13
(15) COc1ccc(NC(=O)N(C)C[C@H]2OCCCC[C@H](C)Oc3ccc(NS(=O)(=O)c4cccs4)cc3C(=O)N([C@H](C)CO)C[C@@H]2C)cc1
    -8	-24	0.3	38
(16) C[C@H](CO)N1C[C@H](C)[C@H](CN(C)C(=O)Nc2ccc(F)cc2)Oc2ccc(NC(=O)Nc3ccc4c(c3)OCO4)cc2C1=O
    3	17	-0.6	8
(17) CN1CCN(C(=O)C[C@@H]2CC[C@H]3[C@@H](COC[C@H](O)CN3S(=O)(=O)c3cccc(Cl)c3)O2)CC1
    nt	-4	0.5	-36
(18) Cn1cnc(CCNC(=O)C[C@@H]2CC[C@H]3[C@@H](COC[C@@H](O)CN3C(=O)C3CC3)O2)c1
    8	-6	-1.5	104*
(19) C[C@H](CO)N1C[C@H](C)[C@H](CN(C)CC2CC2)Oc2ncc(-c3ccc(F)cc3)cc2C1=O
    nt	-32	0.9	46
(20) CCCC#Cc1cnc2c(c1)C(=O)N([C@@H](C)CO)C[C@@H](C)[C@H](CN(C)C(=O)Nc1cc(F)ccc1F)O2
    -9	-83*	-3.1	nt
(21) COC(=O)C[C@H]1C[C@@H]2c3cc(NC(=O)CN(C)C)ccc3O[C@@H]2[C@H](CO)O1
    2	2	-0.8	nt
(22) C[C@@H]1CN([C@@H](C)CO)C(=O)c2cc(-c3ccccc3F)cnc2O[C@H]1CN(C)Cc1cccc(C(=O)O)c1
    -2	-40	0.1	29
(23) C[C@H]1CN([C@@H](C)CO)C(=O)c2cc(NC(=O)CCC(F)(F)F)ccc2O[C@@H]1CN(C)C
    1	12	9.4	nt
(24) O=C(C[C@@H]1CC[C@@H]2[C@H](COC[C@H](O)CN2Cc2nccs2)O1)NCc1ccc(Oc2ccccc2)cc1
    8&-4	-19	-2.6	nt
(25) COC(=O)C[C@@H]1CC[C@H]2[C@H](COc3ccc(NC(=O)c4cc(F)cc(F)c4)cc3C(=O)N2C)O1
    0	6	-1.3	-25
(26) C[C@@H]1CCCCO[C@@H](CN(C)Cc2ccc(C(F)(F)F)cc2)[C@@H](C)CN([C@@H](C)CO)C(=O)c2cc(NC(=O)Nc3ccc4c(c3)OCO4)ccc2O1
    nt	-8	-1.0	85
(27) C[C@@H]1CN([C@@H](C)CO)C(=O)c2cc(NS(=O)(=O)c3cn(C)cn3)ccc2O[C@@H]1CN(C)Cc1ccc(Cl)c(Cl)c1
    -5	12	-0.3	78
(28) C[C@@H](NC(=O)C[C@@H]1C[C@@H]2c3cc(NC(=O)C4CCC4)ccc3O[C@@H]2[C@H](CO)O1)c1ccccc1
    -25	-26	-0.1	-2
(29) C[C@H](CO)N1C[C@H](C)[C@H](CN(C)C(=O)Nc2ccccc2)Oc2ncc(-c3ccc(F)cc3)cc2C1=O
    0	-9	-1.2	67
(30) CCCNC(=O)N[C@H]1CC[C@H](CCn2cc(C3CC3)nn2)O[C@@H]1CO
    -1	-2	8.0	nt

Three compounds out of the list, ordered by number of heavy atoms, ascending.
Second line of a record: C diff HTS	Pf Dd2 growth	GASC1 inh	T cruzi growth
(21) COC(=O)C[C@H]1C[C@@H]2c3cc(NC(=O)CN(C)C)ccc3O[C@@H]2[C@H](CO)O1
    2	2	-0.8	nt
(5) COc1ccc2c3c([nH]c2c1)[C@@H](CO)NCC31CCN(C(=O)Nc2ccc(F)cc2)CC1
    29	-17	0.3	nt
(10) C[C@H]1CN([C@@H](C)CO)C(=O)c2cc(NC(=O)Cn3cnnn3)ccc2O[C@H]1CN(C)S(=O)(=O)c1ccccc1
    0	17	0.9	11

Other compounds
Second line of a record: C diff HTS	Pf Dd2 growth	GASC1 inh	T cruzi growth
(31) CO[C@@H]1CN(C)C(=O)c2ccc(NC(=O)c3ccc4c(c3)OCO4)cc2OC[C@@H](C)N(CC2CC2)C[C@H]1C
    nt	-67	0.7	nt
(32) O=C(Nc1cccc(F)c1)N1CC(=O)N2[C@H](CO)[C@@H](c3ccc(C#CC4CC4)cc3)[C@H]2C1
    -8	5	0.0	nt
(33) C[C@@H]1CN([C@H](C)CO)C(=O)c2cc(-c3cccnc3)cnc2O[C@@H]1CN(C)C(=O)C1CCOCC1
    1	32	3.0	-16
(34) COC(=O)c1ccc(CN2CC(=O)N3[C@H](C2)[C@@H](c2ccc(-c4ccccc4F)cc2)[C@@H]3CO)cc1
    3	-3	0.7	nt
(35) C[C@@H]1CN([C@H](C)CO)C(=O)Cc2cc(NC(=O)CCCN(C)C)ccc2O[C@H]1CN(C)S(=O)(=O)c1cccs1
    -7	14	-0.6	25
(36) O=C(NCC[C@@H]1CC[C@@H](NS(=O)(=O)Cc2ccccc2)[C@@H](CO)O1)C1CCOCC1
    4	13	0.8	-27
(37) O=C(C[C@@H]1C=C[C@H](NC(=O)c2cnccn2)[C@@H](CO)O1)NCc1ccccc1F
    nt	-4	0.0	-64
(38) COCC(=O)N(C)C[C@H]1Oc2ncc(C#Cc3ccccc3OC)cc2C(=O)N([C@H](C)CO)C[C@H]1C
    1	20	-2.2	31
(39) COc1ccccc1-c1ccc([C@@H]2[C@@H](C#N)N(C(=O)C3CC3)[C@@H]2CO)cc1
    2	21	1.4	104*
(40) Cc1noc(C)c1NC(=O)Nc1ccc2c(c1)C(=O)N([C@@H](C)CO)C[C@@H](C)[C@H](CN(C)Cc1ccc3c(c1)OCO3)OCCCC[C@@H](C)O2
    4	-16	1.2	4
(41) Cc1ccc(S(=O)(=O)N(C)C[C@@H]2OCc3cn(nn3)CCCC(=O)N([C@H](C)CO)C[C@H]2C)cc1
    nt	3&-1	-1.1	10&3
(42) COc1ccccc1CNC(=O)C[C@H]1C[C@H]2c3cc(NC(=O)Cc4ccncc4)ccc3O[C@H]2[C@@H](CO)O1
    7	-82*	-0.8	-27
(43) O=C(C1CC1)N1[C@H](CO)[C@H](c2ccccc2)C12CN(CCC(F)(F)F)C2
    3	-3	-0.9	nt
(44) Cc1cc(C(=O)Nc2cccc3c2O[C@@H](CN(C)C(=O)NC(C)C)[C@H](C)CN([C@H](C)CO)C3=O)n(C)n1
    -2	14	-0.6	nt
(45) C[C@H](NC(=O)C[C@@H]1CC[C@@H](NC(=O)CN2CCOCC2)[C@H](CO)O1)c1ccccc1
    nt	4	-0.1	3
(46) O=C(Nc1ccccc1F)N1CC(=O)N2[C@H](CO)[C@H](c3ccc(-c4cccnc4)cc3)[C@@H]2C1
    -4	1	0.4	nt
(47) CN(C)CC(=O)N[C@@H]1CC[C@H](CCNC(=O)C2CCCC2)O[C@@H]1CO
    0	24	4.0	nt
(48) COc1ccccc1-c1cnc2c(c1)C(=O)N([C@H](C)CO)C[C@@H](C)[C@@H](CN(C)Cc1ccc(F)cc1)O2
    1	-6	-0.9	nt
(49) CC(C)NC(=O)Nc1ccc2c(c1)CC(=O)N([C@@H](C)CO)C[C@H](C)[C@@H](CN(C)S(=O)(=O)c1ccc(Cl)cc1)O2
    -1	-29	-0.2	48
(50) C[C@@H]1CN([C@@H](C)CO)C(=O)Cc2cc(NC(=O)Nc3ccc4c(c3)OCO4)ccc2O[C@H]1CN(C)S(=O)(=O)c1ccccc1
    10	-9	-0.2	-4
(51) CCCNC(=O)N1C[C@@H](C)[C@@H](OC)CN(C)C(=O)c2cc(NS(=O)(=O)CC)ccc2OC[C@H]1C
    0	nt	0.5	92
(52) O=C(C[C@H]1C=C[C@@H](NC(=O)Nc2ccc(C(F)(F)F)cc2)[C@@H](CO)O1)NCCN1CCCC1
    -2	-37	-0.3	77
(53) Cc1noc(C)c1NC(=O)N(C)C[C@@H]1OCCCC[C@@H](C)Oc2ccc(NS(=O)(=O)c3c(C)noc3C)cc2C(=O)N([C@H](C)CO)C[C@@H]1C
    -3	12	-0.1	-39
(54) CN1CCN(C(=O)C[C@H]2C[C@@H]3c4cc(NC(=O)Nc5ccccc5)ccc4O[C@@H]3[C@@H](CO)O2)CC1
    0	-17	1.2	-6
(55) CO[C@@H]1CN(C)C(=O)c2ccc(NC(=O)c3ccc(F)cc3)cc2OC[C@H](C)N(C(=O)c2ccc(F)cc2)C[C@@H]1C
    nt	-72	0.7	33
(56) O=C(Nc1cccc(Cl)c1)N[C@@H]1CC[C@H](CCNC(=O)C2CCCC2)O[C@H]1CO
    -6	-1	1.8	nt
(57) C[C@@H]1CN([C@H](C)CO)S(=O)(=O)c2ccc(C3=CCCC3)cc2O[C@@H]1CN(C)C(=O)c1ccccc1
    1	-22	0.2	57
(58) COc1ccc(NC(=O)Nc2ccc3c(c2)C(=O)N([C@@H](C)CO)C[C@H](C)[C@@H](CN(C)S(=O)(=O)c2ccc(C)cc2)O3)cc1
    1	16	0.2	41
(59) CC(C)NC(=O)N1CCCCN2[C@H](CO)[C@H](c3ccc(C4=CCCC4)cc3)[C@@H]2C1
    -6	18	2.0	117*
(60) CC(=O)N(C)C[C@@H]1Oc2cc(C#Cc3ccncc3)ccc2S(=O)(=O)N([C@H](C)CO)C[C@H]1C
    12	-23	1.5	16

Another view of part of the listing above.
#33 C[C@@H]1CN([C@H](C)CO)C(=O)c2cc(-c3cccnc3)cnc2O[C@@H]1CN(C)C(=O)C1CCOCC1
  C diff HTS = 1
  Pf Dd2 growth = 32
  GASC1 inh = 3.0
  T cruzi growth = -16

#34 COC(=O)c1ccc(CN2CC(=O)N3[C@H](C2)[C@@H](c2ccc(-c4ccccc4F)cc2)[C@@H]3CO)cc1
  C diff HTS = 3
  Pf Dd2 growth = -3
  GASC1 inh = 0.7
  T cruzi growth = nt

Continued.
Second line of a record: C diff HTS	Pf Dd2 growth	GASC1 inh	T cruzi growth
(61) O=C(C[C@H]1CC[C@H]2[C@@H](COC[C@@H](O)CN2Cc2cccc(C(F)(F)F)c2)O1)NCc1ccccc1
    10	-4	1.9	-35
(62) Cc1ccccc1S(=O)(=O)N(C)C[C@@H]1OCc2cn(nn2)CCCC(=O)N([C@@H](C)CO)C[C@H]1C
    7	3&-1	0.4	-127&5
(63) COc1ccccc1-c1ccc([C@@H]2[C@H]3CN(S(=O)(=O)c4cn(C)cn4)CCCCN3[C@H]2CO)cc1
    -10	-23	1.1	6
(64) COc1ccc(NC(=O)N2CCCCN3[C@H](CO)[C@@H](c4ccc(C#CCC(C)C)cc4)[C@@H]3C2)cc1
    -2	-69	-0.2	105*
(65) C[C@H](CO)N1C[C@H](C)[C@@H](CN(C)C(=O)Nc2ccccc2)Oc2ccc(NC(=O)CCC(F)(F)F)cc2CC1=O
    -10	-13	1.9	19
(66) O=C(C[C@H]1CC[C@@H](NC(=O)C2CC2)[C@H](CO)O1)NCc1ccccc1Cl
    1	12	-1.2	nt
(67) CO[C@@H]1CN(C)C(=O)c2cc(NC(=O)C3CC3)ccc2OC[C@H](C)N(C(=O)c2cnccn2)C[C@@H]1C
    nt	22	0.3	-72
(68) O=C(C[C@@H]1C=C[C@H](NC(=O)Nc2ccccc2F)[C@H](CO)O1)NCc1ccc(F)cc1
    3	-15	-2.3	42
